# FXIa inh 1536: factor XIa (human) inhibition. P03951. purified FXIa, Boc-Glu-Ala-Arg-AMC fluorogenic substrate. inhibition, % at 5 µM. actives 0.14% (n = 220,000). AID 798;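 active = inhibition of at least 40%; inactive = inhibition below 40%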;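 also: fluorescence of freed AMC excited at 355 nm; 0% = enzyme without compound and 100% = no enzyme blank; many of its hits are not listed in these tables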
# 14-3-3 Bad PPI: disrupts binding of bovine 14-3-3 zeta to phospho-Bad peptide; P63103; TR-FRET 14-3-3zeta/Dy647-pBad peptide displacement, 1 h; inhibition, % at 21.7 µM; actives 0.71% (n = 220,000);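 active = inhibition above about 70%, limit read from the data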;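 also: 0% = full 14-3-3 plus peptide FRET controls and 100% = background without 14-3-3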
# Target sequence (P63103 whole entry, looked up): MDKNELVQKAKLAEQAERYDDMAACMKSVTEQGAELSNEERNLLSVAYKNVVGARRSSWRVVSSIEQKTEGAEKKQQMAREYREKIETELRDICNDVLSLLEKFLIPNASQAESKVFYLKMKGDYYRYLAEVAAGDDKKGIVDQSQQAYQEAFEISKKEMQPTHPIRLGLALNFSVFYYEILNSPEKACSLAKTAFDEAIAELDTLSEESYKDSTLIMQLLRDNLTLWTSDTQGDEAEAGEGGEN
# Wee1 degr inh: human Wee1 degradation inhibition, primary screen | HeLa Luc-Wee1K328M stability, luciferase luminescence; 100% = proteasome inhibitor MG132 effect | reporter increase, % at 5 µM | actives 1.2% (n = 220,000);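 active = activation above the mean of all tested compounds plus 3 SD, set per screening run, cut at about 8.8% in these data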;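 also: cells exposed to compound for 20 h before luminescence read; 0% = DMSO alone and 100% = MG132 at 30 µM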
# Target sequence (P30291 whole entry K328M): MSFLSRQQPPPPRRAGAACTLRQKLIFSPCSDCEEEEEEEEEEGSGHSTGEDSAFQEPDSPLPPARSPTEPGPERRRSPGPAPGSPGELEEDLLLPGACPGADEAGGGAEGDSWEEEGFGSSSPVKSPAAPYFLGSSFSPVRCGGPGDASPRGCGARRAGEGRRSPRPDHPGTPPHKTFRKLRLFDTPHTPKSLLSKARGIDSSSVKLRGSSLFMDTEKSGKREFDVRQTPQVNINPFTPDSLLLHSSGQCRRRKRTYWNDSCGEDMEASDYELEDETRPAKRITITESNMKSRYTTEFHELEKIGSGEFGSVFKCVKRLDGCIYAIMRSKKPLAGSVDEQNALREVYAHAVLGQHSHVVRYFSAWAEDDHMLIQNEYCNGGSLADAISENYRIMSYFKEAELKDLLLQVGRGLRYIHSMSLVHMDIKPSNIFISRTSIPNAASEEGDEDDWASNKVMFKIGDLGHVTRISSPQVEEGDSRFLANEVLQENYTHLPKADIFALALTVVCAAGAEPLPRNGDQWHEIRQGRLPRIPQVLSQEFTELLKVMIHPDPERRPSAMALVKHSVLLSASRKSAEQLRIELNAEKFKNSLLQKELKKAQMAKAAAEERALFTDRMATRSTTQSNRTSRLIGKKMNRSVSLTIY
# Runt-SMMHC FRET: blocks binding of human RUNX1 Runt domain to CBFb-SMMHC. actives 0.74% (n = 220,000). Q01196+Q13951. Cerulean-Runt/Venus-CBFb-SMMHC FRET ratio 530/480, 1 h. AID 1434. inhibition, % at 20 µM;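 active = mean inhibition across duplicate retests at 20 µM reaching about 50%, limit read from the data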;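 also: 0% = DMSO wells and 100% = wells with excess untagged CBFb-SMMHC; inhibitors lower the FRET ratio by blocking Runt binding to CBFb-SMMHC; some results filed as inactive read as strong as hits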
# Hck Nef HTS: human Hck-Nef kinase inhibition. Recombinant Hck-YEEI plus Nef, Z-Lyte FRET kinase assay. inhibition, % at 20 µM. actives 0.68% (n = 220,000). P08631. AID 463187;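 active = Hck-Nef kinase inhibition above about 50%, limit read from the data; inactive = inhibition below that limit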;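 also: 0% = DMSO with Hck plus Nef and 100% = Hck alone without Nef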
# KLK5 inh: kallikrein 5 (human) inhibition; Q9Y337; recombinant hK5, fluorogenic AMC substrate cleavage; AID 873; actives 0.59% (n = 210,000); inhibition, % at 5 µM;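 active = inhibition of 40% or more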;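 also: 0% = enzyme controls without compound and 100% = no-enzyme blanks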
# Target sequence (Q9Y337 67-293 limits assumed): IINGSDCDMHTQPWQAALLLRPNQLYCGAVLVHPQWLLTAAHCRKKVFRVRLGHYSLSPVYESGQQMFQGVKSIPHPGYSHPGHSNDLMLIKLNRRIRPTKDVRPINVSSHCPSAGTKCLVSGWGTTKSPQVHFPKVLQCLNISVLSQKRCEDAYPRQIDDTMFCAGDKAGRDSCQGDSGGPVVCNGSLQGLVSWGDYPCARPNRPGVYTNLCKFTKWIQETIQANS
# FXIIa inh 1536: blocks human coagulation factor XIIa protease activity. P00748. purified FXIIa, Boc-QGR-AMC fluorogenic substrate, 2 h. inhibition, % at 5 µM. actives 0.3% (n = 220,000). AID 800; in the data active = inhibition above about 40%;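 also: 0% = enzyme with no compound and 100% = blank without enzyme; many of its hits are not listed in these tables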
# thrombin 1536: thrombin (human) inhibition; P00734; alpha-thrombin, Boc-VPR-AMC fluorogenic substrate cleavage; inhibition, % at 5 µM; actives 0.26% (n = 220,000); AID 1046;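 active = inhibition at or above 40%; inactive = inhibition below 40%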;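 also: 0% = enzyme with no compound and 100% = wells without enzyme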
#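 Test system: human alpha-thrombin protein / Dosing: one concentration per compound, 5 µM, with 0.2% DMSO / Medium: pH 7.5 Tris-saline with Tween 20 / Benchmarks: no-compound enzyme wells and no-enzyme blanks / Read-out basis: percent inhibition of thrombin substrate cleavage / Timing: reaction at room temperature / Measured by: fluorescence, ex 355 nm, em 460 nm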
# Runt-CBFb FRET: blocks binding of human RUNX1 Runt domain to CBFb | Q01196+Q13951 | Cerulean-Runt/Venus-CBFb FRET ratio 530/480, 1 h | inhibition, % at 20 µM | actives 0.46% (n = 220,000);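 active = inhibition over about 50% at 20 µM in the single-dose screen, limit read from the data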;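 also: 0% = DMSO wells and 100% = excess unlabeled CBFb competitor control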
#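 Assay system: Cerulean-Runt domain fusion protein, energy donor; Signal: fluorescence energy transfer, 422 nm excitation, 530/480 nm emission; Timing: 1 h compound exposure, room temperature; Control set: unlabeled CBFb; Medium: Tris buffer pH 7.5 with salts and BSA; Compound: single test concentration of 20 µM, 1% DMSO final; Probe or stimulus: Venus-CBFb 100 nM.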
# Active calls of the source: *; x = no result given; [ ] = remark or other dose.
KLK5 inh	Hck Nef HTS	Runt-CBFb FRET	FXIIa inh 1536	14-3-3 Bad PPI	thrombin 1536	Wee1 degr inh	FXIa inh 1536	Runt-SMMHC FRET	SMILES
-1	-1	4	9	-12	2	-2	8	1	CCOc1ccccc1NC(=O)C1CCN(S(=O)(=O)c2c(C)noc2C)CC1
-1	27	-2	8	-7	x	-4	4	1	COC(=O)CCNc1n[nH]c(=O)[nH]c1=O
-19	13	-2	17	58	1	0	10	14	CCCS(=O)(=O)c1c(S(=O)(=O)CCC)c2c3ccccc3ccn2c1C(=O)OC
0	1	-8	3	-5	-3	1	-17	-1	CCC(C)(C)NC(=O)C(c1ccc(C)cc1)N(Cc1ccco1)C(=O)CCC(=O)Nc1nccs1 (stereo not given)
-23	4	1	7	-2	-2	-2	-12	-7	CC(C)(C)c1nc2sc3c(c2c(=O)o1)CCCC3
-1	11	2	13	-6	x	16*	6	-3	O=C(NCCCN1CCOCC1)C(=O)N/N=C/c1c(Cl)cccc1Cl
1	12	4	12	-8	-3	6	3	2	CCN(CC)S(=O)(=O)c1ccc(C(=O)NC(=S)N(CCC#N)Cc2cccnc2)cc1
5	19	-1	11	-1	3	2	1	2	CCN(CC)S(=O)(=O)c1ccc(N2CCCC2)c(NC(=O)Cc2ccccc2)c1

# 3 neighbouring entries from above:
KLK5 inh	Hck Nef HTS	Runt-CBFb FRET	FXIIa inh 1536	14-3-3 Bad PPI	thrombin 1536	Wee1 degr inh	FXIa inh 1536	Runt-SMMHC FRET	SMILES
-1	11	2	13	-6	x	16*	6	-3	O=C(NCCCN1CCOCC1)C(=O)N/N=C/c1c(Cl)cccc1Cl
1	12	4	12	-8	-3	6	3	2	CCN(CC)S(=O)(=O)c1ccc(C(=O)NC(=S)N(CCC#N)Cc2cccnc2)cc1
5	19	-1	11	-1	3	2	1	2	CCN(CC)S(=O)(=O)c1ccc(N2CCCC2)c(NC(=O)Cc2ccccc2)c1

# (further entries)
KLK5 inh	Hck Nef HTS	Runt-CBFb FRET	FXIIa inh 1536	14-3-3 Bad PPI	thrombin 1536	Wee1 degr inh	FXIa inh 1536	Runt-SMMHC FRET	SMILES
-13	1	0	14	-4	-9	-2	-4	-2	O=C(NCc1ccco1)c1ccc(=O)[nH]n1
-12	0	-2	18	13[fluorescence artefact?]	1	-1	5	-3	CC(C)(C)NS(=O)(=O)c1cc(C(=O)Nc2sccc2C#N)ccc1Cl
-17	1	-1	13	-18	-14	1	-7	4	Cc1cnc(C)c(N2CCC(C(=O)NCc3cccs3)CC2)n1
2	-1	-2	-9	-6	-6	-1	-8	1	CC(C)(C)C(=O)/C=C(\N)c1ccccn1
-20	-2	1	2	-2	-3	-1	-9	1	COc1cccc(OCc2nnc(SCC(=O)NNC(=O)C3CCCCC3)n2C)c1
-4	-18	0	3	-13[fluorescence artefact?]	3	1	1	6	Cc1nc2ncnn2c(N2CCN(C(=O)Cc3cccs3)CC2)c1C
-22	6	-2	9	-20	-2	-2	7	1	CCOc1cc(/C=N/O)cc(Br)c1OCC(=O)NCc1ccccc1
-19	1	0	0	-16[fluorescence artefact?]	-3	1	-5	4	O=[N+]([O-])c1cccc2ccc(/C=C/c3ccc(F)cc3)nc12
-11	2	-2	11	-2[fluorescence artefact?]	0	0	-4	3	CCOC(=O)N1CCN(CC(=O)Nc2c(C(=O)OC)[nH]c3ccccc23)CC1
-29	2	-1	-2	0	-6	-1	-8	-1	Cc1nn(C)c(Oc2ccccc2)c1CCNS(=O)(=O)c1ccccc1
-1	-1	-2	-5	9	-6	-1	-10	0	CCOc1ccc(/C(O)=C2/C(=O)C(=O)N(CCOCCO)C2c2ccccc2)cc1 (stereo not given)
5	3	3	25	16	2	-2	18	3	COCCn1c(C)cc(C(=O)CSc2ccc(NC(C)=O)cc2)c1C
6	16	0	6	13	-9	-3	13	2	CCC(OC(=O)CN1C(=O)C(=O)c2ccccc21)C(=O)Nc1ccc(S(N)(=O)=O)cc1 (stereo not given)
-6	3	103*	14	-6	-4	0	14	82*	CCCCn1c(=O)nc2n(-c3ccc(Cl)cc3)c3ccccc3cc-2c1=O
-8	1	1	5	11	0	0	12	2	Cn1cccc1/C=N/NC(=O)C12CC3CC(CC(C3)C1)C2
8	0	1	6	-2	4	-2	2	-5	COc1ccccc1Cn1c(-c2ccccc2OC)nc2ccccc21
3	13	2	7	-4	4	3	-1	0	CC(=O)Nc1ccc(S(=O)(=O)Nc2ccc3c(c2)OCCO3)cc1
2	-2	-1	9	3	-3	0	3	0	O=C(COC(=O)c1ccncc1)Nc1cc(Cl)ccc1Cl
-17	6	16	1	-13[fluorescence artefact?]	-15	-2	-6	14	Cc1c(Cl)cccc1NC(CC(=O)c1ccccc1)C(=O)O (stereo not given)
5	0	2	-9	19	-1	4	-8	-2	Cc1oc2cc(OC(C)C(=O)O)ccc2c(=O)c1Oc1ccccc1 (stereo not given)
5	-1	1	9	-2	1	-1	1	5	CN(C)/C=C(\C#N)C(=O)c1cccnc1Oc1cccc(F)c1
x	6	0	3	4	-4	-1	-1	0	C/C(=N/OC(=O)c1c(-c2ccccc2Cl)noc1C)c1cnccn1
-12	0	-4	4	-7	-10	-2	0	0	O=C1CCCC(=O)C1=C1SCCCS1
10	-1	-2	6	-1	0	2	8	1	Cc1onc(-c2ccc(Cl)cc2Cl)c1-c1csc(COc2ccccc2)n1
-3	147*	1	9	79*	-5	-1	-1	-1	Cc1cc(=O)oc2cc(OCc3ccc(C(=O)OCC(=O)Nc4ccc(N(C)C)cc4)cc3)ccc12
-11	2	-5	-1	-18[fluorescence artefact?]	-1	2	-4	0	CC1CC(C)CN(C(=S)Nc2ccc3nc4n(c(=O)c3c2)CCCCC4)C1 (stereo not given)
-4	12	-2	1	0	x	-1	3	-1	Cc1cc(C)c(C(=O)CN2C(=O)NC3(CCC(C)CC3)C2=O)cc1C (stereo not given)
0	0	0	8	-20	2	-2	0	-1	CCSc1nnc(NC(=O)CSc2c(Cl)cccc2Cl)s1
-7	-4	3	23	8	-2	-3	17	-3	COc1ccc(-n2c(Cc3cccn3C)nnc2SCC(=O)Nc2ccc(F)cc2)cc1
-12	-4	-1	12	6	-7	5	2	-1	CCc1nnc(NC(=O)CSc2nnc(CNc3ccc(OC)cc3)n2C)s1
0	1	-2	12	11[fluorescence artefact?]	-1	-2	3	-3	Cc1cc(=O)[nH]c(SCc2nc3ncccn3c2Br)n1
-4	3	6	13	-3[fluorescence artefact?]	8	3	3	-7	N#Cc1c(-c2ccco2)cc(C2CC2)nc1SCC(=O)c1ccccc1
-4	2	-2	-3	2	-1	3	-9	-2	COC(=O)c1ccccc1NC(=O)CN1CCC(NC(=O)c2ccccc2C)CC1
5	0	1	-8	9[fluorescence artefact?]	-5	-2	-5	1	CC(=O)NCC(=O)OCC(=O)c1ccc2ccccc2c1
-10	0	-3	12	-13	4	-1	4	2	CCN(CC)S(=O)(=O)c1ccc2[nH]cc(C(=O)NCCN3CCCCC3C)c(=O)c2c1 (stereo not given)
-7	0	-1	9	23	-10	-1	-2	2	N#Cc1ccc(COC(=O)c2ccc3c(=O)[nH]c(CN4CCOCC4)nc3c2)cc1
-4	22	-1	2	-4	-6	-3	-5	-1	CC(C)C(C)NC(=O)COC(=O)c1cc(S(=O)(=O)N(C)C)ccc1N1CCCC1 (stereo not given)
-33	-1	2	10	-6[fluorescence artefact?]	-16	-2	2	1	C=CCn1c(SCC(=O)Nc2cc(NC(C)=O)ccc2OC)nnc1-c1cccnc1
6	1	x	9	-3	0	-1	-8	-2	S=C(Nc1ccc(Cl)cc1Cl)NC1CCCCC1
2	-45	36	18	7	2	-3	3	28	CC[n+]1c(C)sc2sc3ccccc3c21
-5	5	x	10	6	2	1	4	x	O=C1c2ccccc2C(=O)C12OC(c1ccccc1)C1(C(=O)c3ccccc3C1=O)C2c1ccc([N+](=O)[O-])cc1 (stereo not given)
-11	1	x	7	8	-2	0	-3	-4	CCOC(=O)N1CCN(C(=O)C2CCN(c3ncnc4c3sc3cccc(F)c34)CC2)CC1
-10	2	-3	7	-21[fluorescence artefact?]	1	0	11	-1	Cc1c(O)c(CN2CCCCC2)cc2c1oc(=O)c1ccccc12
0	19	-1	6	-8	-1	-1	-3	75	Cn1nnnc1SCC(=O)NNC(=O)c1ccc(Cl)cc1
23	-1	-1	3	-10	-4	1	-9	0	Cc1onc(-c2c(F)cccc2Cl)c1C(=O)N1CCc2ccccc21
-6	-2	-3	25	4	-5	2	0	0	O=c1oc(-c2ccccc2F)nc2c1cnn2-c1ccccc1
-4	-29	-5	20	1	4	0	8	3	COc1ccccc1-c1c(C)nn2c(N3CCCCCC3)cc(C)nc12
-13	7	-1	7	-18	2	-1	2	-2	COc1ccc([N+](=O)[O-])cc1/C=N/NC(=O)CNC(=O)c1cccc(F)c1
-2	0	2	14	-10	5	-2	3	-4	CCOC(=O)c1ccc(NC(=O)CCC(CC)C(=O)O)cc1 (stereo not given)
-3	0	-3	12	-3	-4	6	-2	1	CCCn1c(O)c(/C=C2\C=NN=C2c2ccccc2)sc1=S
-11	14	12	8	-8	3	5	5	-3	CC(=O)Nc1sc(N/N=C\c2ccccc2)nc1-c1cccs1
-6	-1	0	20	3	3	1	6	0	CC(=O)Nc1ccc(S(=O)(=O)Nc2ccc(S(=O)(=O)N3CCCCCC3)cc2)cc1
5	-3	2	10	-18	2	0	2	-5	CSc1ccccc1C(=O)C1CCCN(S(=O)(=O)c2c(C)noc2C)C1 (stereo not given)
4	-2	2	1	-5	-6	4	-17	0	COc1ccccc1Cc1nc(-c2cccnc2)no1
-1	5	-1	13	-3	-6	3	5	0	N#CC1=C(N)c2ccccc2CC12CCCCC2
-1	0	-2	13	2	4	-1	1	1	CCc1nc2ccccc2n(CC)c1=O

# Going on with the list:
KLK5 inh	Hck Nef HTS	Runt-CBFb FRET	FXIIa inh 1536	14-3-3 Bad PPI	thrombin 1536	Wee1 degr inh	FXIa inh 1536	Runt-SMMHC FRET	SMILES
-6	5	3	27	10	-1	0	20	-4	CCc1ccc(NC(=O)Cn2c(=O)oc3cc(S(=O)(=O)N4CCOCC4)ccc32)cc1
-14	0	0	11	-12	-7	0	0	0	CCC(=O)Nc1ccc(C(=O)OCc2ccc(Cl)c(Cl)c2)cc1
-20	2	2	-8	-10[fluorescence artefact?]	-7	-1	-2	0	CCOc1ncccc1C(=O)OCC(=O)c1cccs1
-10	1	-1	15	1	-1	-2	1	1	COc1ccc(C(O)c2coc3ccc(O)c(CN(C)C)c23)cc1 (stereo not given)
-19	-2	0	3	3	-6	0	-4	-8	Cc1ccc(OCCNC(=O)c2cc(-n3cnnc3)ccc2Cl)cc1C
-1	32	0	3	16	-9	x	0	-2	NC(=O)c1ccc2c(=O)n3c(-c4cc(Cl)c(N)c(Cl)c4)csc3nc2c1
7	-1	-23	-7	6[fluorescence artefact?]	-13	-1	4	-122	COc1cc(/C=C2/S/C(=N/S(=O)(=O)c3ccccc3)NC2=O)c([N+](=O)[O-])cc1OC
-12	6	5	2	0	4	0	0	0	CC(C)(C)NCC(O)Cn1cc(C=O)c2ccccc21 (stereo not given)
5	11	2	10	7[fluorescence artefact?]	-1	0	-2	-5	C=CCn1c(SCc2nc3ccccc3c(=O)[nH]2)nnc1-c1cc2cc(Cl)ccc2o1
